# Source: PubChem (National Center for Advancing Translational Sciences (NCATS))
# GLP-1R inv ag: qHTS of GLP-1 Receptor Inverse Agonists (Inhibition Mode); HEK293 GLP-1R CRE-luciferase, luminescence, 24 h; GLP-1R form is constitutively active; Potency, µM (top dose mostly 38.3 µM), for inactives: at the top dose activity change, negative = inhibition, usual class: inhibitors; actives 1.6% (n = 410,000); AID 624417, 2012; note: potency is the fitted concentration of half-maximal effect; % is set by controls: 0 for no effect and ±100 for the full control effect; nearly all actives have a fitted effect of over 55% in size
# Target sequence (P43220 whole entry, looked up): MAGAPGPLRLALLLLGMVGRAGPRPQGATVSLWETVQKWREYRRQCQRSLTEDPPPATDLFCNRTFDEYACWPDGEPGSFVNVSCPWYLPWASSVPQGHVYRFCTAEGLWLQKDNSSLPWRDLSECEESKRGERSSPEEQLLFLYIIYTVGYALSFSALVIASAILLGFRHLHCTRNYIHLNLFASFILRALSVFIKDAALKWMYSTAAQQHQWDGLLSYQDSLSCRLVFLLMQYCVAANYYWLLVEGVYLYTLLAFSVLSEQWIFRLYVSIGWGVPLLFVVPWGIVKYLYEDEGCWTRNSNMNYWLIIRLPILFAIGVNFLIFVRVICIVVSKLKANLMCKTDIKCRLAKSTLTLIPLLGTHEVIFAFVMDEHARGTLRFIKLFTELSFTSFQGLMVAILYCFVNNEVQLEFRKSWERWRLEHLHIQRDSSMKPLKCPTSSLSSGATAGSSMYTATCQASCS
#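 Assay principle: reduced luminescence from a cAMP-responsive reporter in HEK293 cells co-expressing a constitutively active GLP-1R. Conditions: 24 hr compound incubation, 37 deg C, 5% CO2.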
# DRD3 agonist: qHTS of D3 Dopamine Receptor Agonist: qHTS; D(3) dopamine receptor (Homo sapiens), P35462; AID 652048, 2013; D3R DiscoveRx beta-arrestin cells, luminescence, 90 min; actives 0.58% (n = 410,000); max activation, %; in the data active = max activation above about 30%; note: 0% is about no effect; mostly tested at two doses, the higher about 12 µM
# Target sequence (P35462 whole entry, looked up): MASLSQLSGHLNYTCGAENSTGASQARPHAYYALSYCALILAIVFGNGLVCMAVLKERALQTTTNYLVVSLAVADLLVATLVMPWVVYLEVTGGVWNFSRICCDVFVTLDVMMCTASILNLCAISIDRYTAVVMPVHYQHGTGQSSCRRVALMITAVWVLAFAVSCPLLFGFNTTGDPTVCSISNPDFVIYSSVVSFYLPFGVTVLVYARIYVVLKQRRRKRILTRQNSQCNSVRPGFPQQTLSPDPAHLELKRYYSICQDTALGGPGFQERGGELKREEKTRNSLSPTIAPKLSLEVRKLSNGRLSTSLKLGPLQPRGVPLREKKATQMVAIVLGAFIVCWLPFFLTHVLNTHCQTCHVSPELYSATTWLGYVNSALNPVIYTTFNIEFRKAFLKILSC
#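 Agonist mode: compounds and dopamine controls were applied to plated cells for 90 min at 37 degrees C after an overnight attachment at 1500 cells/well. Luminescent read-out followed 30 - 60 minutes at room temperature with DiscoveRx detection reagent.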
# HEK293 tox: qHTS of GLP-1 Receptor Inverse Agonists: Cytotox Screen | actives 0.13% (n = 410,000) | Potency, µM (doses to about 38.3 µM), for inactives: at the top dose activity change, negative = inhibition, usual class: inhibitors | HEK293 cAMP-luciferase reporter cells, luminescence, 24 h | AID 624418, 2012;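 note: loss of luciferase light is scored as toxicity; potency is the fitted concentration of half-maximal effect; % is set by controls: 0 for no effect and ±100 for the full control effect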
#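 Here, cytotoxicity is scored as loss of luminescence. The MLSMR collection was tested on cells seeded in medium containing 10% Nu serum, with a 24 hr compound exposure preceded by 12 hours of culture.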
# * hit, by the source's call; ? = inconclusive; [ ] = remark or other dose. Unless noted, calls come from the whole dose curve; as a rule, active = well fitted curve in the direction sought with a large enough effect; inconclusive = small, poorly fitted or top-dose-only effect, or another doubt; inactive = no such curve, though single readings can be large; an effect the other way counts as inactive or inconclusive. Some of the compounds tested (hit frequency here may not be typical).
SMILES,GLP-1R inv ag,DRD3 agonist,HEK293 tox
Cc1ccc2nc(Cl)c3cc(C(=O)NCCCN4CCC(C)CC4)sc3c2c1,-1%,-18,28%
O=S(=O)(NCC(c1ccco1)S(=O)(=O)c1cccs1)c1ccc(Cl)cc1 (configuration not stated),-20%,5,8%
COc1ccccc1N1CCN(S(=O)(=O)c2c(C)sc3ncn(CC(=O)Nc4cccc(Cl)c4)c(=O)c23)CC1,4%,3,2%
Cn1c(=O)c2c(-c3ccccc3)n3c(c2n(C)c1=O)C(c1cccc([N+](=O)[O-])c1)Nc1ccccc1-3 (configuration not stated),6%,2,?
CCn1c(CC2C(=O)N(C)c3ccc(Br)cc32)nc2ccccc2c1=O (configuration not stated),-2%,-18,2%
NC(=O)c1nn2c(C(F)(F)F)cc(-c3ccc(Br)cc3)nc2c1Cl,18%,-2,5%
Cc1cccc(C(=O)N2CCc3cc(CNC(=O)c4ccc(Br)o4)ccc32)c1,-23%,-2,-12%
Cc1ccc(C(=O)c2cn(CC(=O)Nc3ccc4c(c3)OCCO4)c3nc(C)ccc3c2=O)cc1,2%,-2,-6%
COc1ccc(N2CCN(C(=O)c3cnc(SC)nc3C)CC2)cc1,4%,4,0%
O=c1[nH]c(C2CCCN(S(=O)(=O)c3ccccc3Cl)C2)nc2c1nnn2Cc1ccc(OC(F)(F)F)cc1 (configuration not stated),6%,-8,20%

# The closing two entries of the part above are carried over, then new ones follow.
SMILES,GLP-1R inv ag,DRD3 agonist,HEK293 tox
COc1ccc(N2CCN(C(=O)c3cnc(SC)nc3C)CC2)cc1,4%,4,0%
O=c1[nH]c(C2CCCN(S(=O)(=O)c3ccccc3Cl)C2)nc2c1nnn2Cc1ccc(OC(F)(F)F)cc1 (configuration not stated),6%,-8,20%
Cc1ccc(-c2nc(CS(=O)(=O)CC(=O)N3CCN(c4cccc(C)c4C)CC3)c(C)o2)cc1,-4%,7,5%
CC1CCN(S(=O)(=O)c2ccc3[nH]ccc3c2)CC1,-18%,-13,1%
COc1ccc(CCNC(=O)Cn2c(=O)nc(-c3ccccc3F)c3cc(Cl)ccc32)cc1OC,16%,-12,-6%
O=C(NCc1cccc(Cl)c1)c1ccc2nc(N3CCCCC3)sc2c1,22%,-2,-4%
CC(=O)Nc1cccc(NC(=O)Cc2csc(COc3cccc(C)c3)n2)c1,-25%,8,-6%
CCC(=O)Nc1ccc2nc3c(=O)n(C)c(=O)n(C)c3nc2c1,2%,4,32%[activator]
O=C(Cc1ccccc1)Nc1cccc(-c2nc3cccnc3s2)c1,15%,78*,2%
CCOC(=O)c1c(-c2ccc(OC)cc2)oc2ccc(OCc3ccc(F)cc3F)cc12,-1%,10,-8%
CCOC(=O)c1ccc(NC(=O)c2c(NCc3cc(OC)c(OC)cc3OC)sc3c2CCCC3)cc1,-22%,-1,-14%
Cc1nc2cccnc2n1C1CCN(S(C)(=O)=O)CC1,-8%,4,13%
Cc1nc(-c2ccc(C)c(S(=O)(=O)N3CCC(C(=O)NCc4ccc(Cl)cc4)CC3)c2)no1,19%,-11,-5%
CC(C)CCNC(=O)c1cnc2sc(N3CCCCCC3)nn2c1=O,11%,1,1%
CCOC(=O)c1cccc(NC(=O)C(Cc2ccccc2)NS(=O)(=O)c2cccc3nsnc23)c1 (configuration not stated),?,-13,-3%
CCN1CCN(CCCNC(=O)c2cnn(-c3ccccc3Cl)c2C2CCN(C(=O)OC(C)(C)C)CC2)CC1,-3%,-18,24%
Cc1cccc(-c2nc(Cn3c(=O)cc(-c4ccccc4)c4c(C)nn(C)c43)c(C)o2)c1,2%,-14,-7%
CCCCc1ccc(C(=O)c2c(N)c(C(=O)Nc3cccc(OC)c3)c3ccccn23)cc1,-1%,-8,2%
CC(=O)c1sc2c(c1C)c(=O)n(-c1ccc(Cl)cc1)c(=O)n2Cc1ccc(Cl)cc1,8%,-2,4%
Cc1cccc(CCNC(=O)c2ccc(CSCc3cccc(Cl)c3)o2)c1,?,4,-15%
COc1ccc(C(=O)Nc2ccc3oc(-c4cccnc4)nc3c2)cc1,-4%,6,-7%
COc1cccc(Cc2nc3ccccc3nc2SCC(=O)NCc2ccc(C)cc2)c1,-3%,2,19%
O=C(Nc1ccccc1C(F)(F)F)N1CC=C(c2c[nH]c3ccccc23)CC1,-20%,-30,20%
COc1ccccc1-c1cc(C(=O)Nc2cc(OC)c(OC)c(OC)c2)no1,?,4,?
Cc1ccc(CCNC(=O)c2ccc3c(c2)N(Cc2cccc(Cl)c2)C(=O)c2ccccc2S3(=O)=O)cc1,?,8,-6%
CCOc1ccc(Nc2nc3c(S(=O)(=O)c4ccc(CC)cc4)nnn3c3ccc(Cl)cc23)cc1,2%,2,-1%
CN(Cc1ccccc1)S(=O)(=O)c1ccc(F)c(C(=O)Nc2cccc(Cl)c2Cl)c1,-2%,-10,-2%
COc1ccc(CCNC(=O)c2nn(-c3ccc(C)cc3)c(=O)c3c2c2ccccc2n3C)cc1OC,13%,2,10%
COc1ccc(CCNC(=O)C2=C(C)C(=O)OC23CCCCC3)c(OC)c1OC,-6%,-11,1%
O=C(CCC(=O)N1Cc2ccccc2Oc2ncccc21)Nc1ccc(Cl)cc1,?,-11,-15%
CCOC(=O)N1CCC(NC(=O)c2ccc3c(c2)N(Cc2ccccc2)C(=O)c2ccccc2S3(=O)=O)CC1,?,7,1%
Cc1ccc(CSc2ccc3nnc(CCNS(=O)(=O)c4ccc(C)cc4)n3n2)cc1,0%,6,-9%
O=C(NCc1ccc(F)cc1)c1ccc(CS(=O)(=O)c2ccc(Cl)cc2)o1,-13%,6,8%
Cc1cccc(C(=O)N2CCc3cc(CNC(=O)c4ccco4)ccc32)c1,-31%,3,0%
O=C(Nc1cccc(Cl)c1)Nc1ccccc1OCc1cc(=O)n2ccccc2n1,1%,2,0%
O=C1c2[nH]nc(-c3ccc(F)cc3)c2C(c2ccccc2F)N1c1ccccc1 (configuration not stated),?,5,9%
CCCN1CCN(C(=O)Cn2ncc3c4ccccc4n(Cc4cccc(Cl)c4)c3c2=O)CC1,8%,-9,6%
COc1ccc2nc(NC(=O)c3nc(SCc4cccc(C)c4)ncc3Cl)sc2c1,14%,3,4%
COc1cc(OC)c(NC(=O)Cn2c(=O)oc3cc(S(=O)(=O)N4CCCC4)ccc32)cc1Cl,-16%,-12,-10%
Cc1cccc(-c2noc(-c3ccccc3OCC(=O)Nc3ccccc3[N+](=O)[O-])n2)c1,9%,-1,7%
COc1cccc(CNC(=O)Cn2ncc3c4ccccc4n(Cc4ccccc4)c3c2=O)c1,-1%,-7,-3%
COc1ccc(C(=O)c2cn(Cc3cccc(C)c3)c3cc4c(cc3c2=O)OCCO4)cc1OC,39%[activator],2,-1%
Cc1ccc(SCC(=O)Nc2ccc(O)c(-c3nc4cc(C)ccc4o3)c2)cc1,10%,1,1%
COc1ccc(Cn2c(=O)c3cccnc3n(Cc3cccc(OC)c3)c2=O)cc1,5%,2,18%
Cc1ccc(Cl)cc1NC(=O)c1oc2ccc(S(=O)(=O)N(C)C3CCCCC3)cc2c1C,2%,3,-2%
CCOC(=O)c1ccc2c(c1)N(Cc1ccc(F)cc1Cl)C(=O)c1ccccc1S2,10%,7,7%
COc1cccc(N2CCN(C(=O)c3ccc(C)c(NC(=O)c4nsc5ccccc45)c3)CC2)c1,6%,0,2%
CSc1ccc(-c2nnn(CC(=O)Nc3sc4c(c3C#N)CCC(C(C)(C)C)C4)n2)cc1 (configuration not stated),22%,8,26%
Cc1ccc(Cn2c(=O)n(CCc3ccc(Cl)cc3)c(=O)c3ccccc32)cc1,6%,15,21%
CCOc1ccc(-c2cc3c(=O)n(CC(=O)NCc4ccc(F)cc4)ccn3n2)cc1,0%,-7,-4%
COc1ccc2occ(CC(=O)Nc3ccc(S(=O)(=O)Nc4nccc(C)n4)cc3)c2c1,19%,8,0%
CCOC(=O)c1cnn(-c2ccc(C(=O)Nc3ccc(C(C)=O)cc3)cc2)c1N,-9%,-6,-10%

# Among those listed so far, 6 have a thiophene ring, fused or not.
SMILES,GLP-1R inv ag,DRD3 agonist,HEK293 tox
Cc1ccc2nc(Cl)c3cc(C(=O)NCCCN4CCC(C)CC4)sc3c2c1,-1%,-18,28%
O=S(=O)(NCC(c1ccco1)S(=O)(=O)c1cccs1)c1ccc(Cl)cc1 (configuration not stated),-20%,5,8%
COc1ccccc1N1CCN(S(=O)(=O)c2c(C)sc3ncn(CC(=O)Nc4cccc(Cl)c4)c(=O)c23)CC1,4%,3,2%
CCOC(=O)c1ccc(NC(=O)c2c(NCc3cc(OC)c(OC)cc3OC)sc3c2CCCC3)cc1,-22%,-1,-14%
CC(=O)c1sc2c(c1C)c(=O)n(-c1ccc(Cl)cc1)c(=O)n2Cc1ccc(Cl)cc1,8%,-2,4%
CSc1ccc(-c2nnn(CC(=O)Nc3sc4c(c3C#N)CCC(C(C)(C)C)C4)n2)cc1 (configuration not stated),22%,8,26%

# (continued)
SMILES,GLP-1R inv ag,DRD3 agonist,HEK293 tox
COc1ccc(N2CCN(c3ncnc4c3nnn4C)CC2)cc1,-3%,-16,0%
Cc1cccc(C(=O)Nc2nc3c(s2)CCCC3)c1,?,-23,0%
CCn1c(C(=O)NCc2ccc(OC(C)C)cc2)cc2oc3ccccc3c21,?,0,1%
COCCCNC(=O)CCCn1c(=O)c2cccn2c2ccccc21,26%,1,12%
O=C(NCCOCCn1c(=O)oc2ccccc21)Nc1ccc(F)cc1,-24%,-3,2%
CC(C)(C)c1ccc(C(=O)NNc2ncnc3c2cnn3-c2ccc(Cl)cc2)cc1,-17%,-11,-6%
COc1ccc(-c2nc3sc(CCNC(=O)C(=O)Nc4cccc(NC(C)=O)c4)c(C)n3n2)cc1,23%,-10,4%
O=C(NCc1ccc(Cl)cc1)c1ccc2c(c1)nnn2C1CCCC1,2%,-12,-16%
CCC(C(=O)NC1CCCCC1)n1nc(C)c2sc3ccccc3c2c1=O (configuration not stated),1%,1,-2%
Cc1cc(N(CCO)Cc2ccccc2)n2nc(-c3ccc(C(C)(C)C)cc3)nc2n1,-8%,4,0%
Cc1ccc(CNC(=O)c2c(-c3ccccc3Cl)noc2C)o1,3%,-13,-3%
CCc1ccc(N=C2NC(=O)CC(C(=O)Nc3ccc(OC)cc3)S2)cc1 (configuration not stated),-7%,-17,-9%
COc1ccc(-c2cc(C(=O)NC(C)c3ccccc3)c3cc(C(C)C)ccc3n2)cc1 (configuration not stated),3%,6,-2%
Cc1ccc2cc(CN(C(=O)c3cccc(Cl)c3)c3ccccc3)c(=O)[nH]c2c1,9%,-1,0%
Cc1cc(SCC(=O)Nc2ccc(Cl)cc2)nc2ccccc12,-2%,8,8%
COC(=O)c1cc2oc3ccccc3c2n1CC(=O)Nc1ccc(OC)c(OC)c1,11%,2,4%
COc1ccc(-n2c(SCC(=O)Nc3nnc(C)s3)nc3c([nH]c4ccccc43)c2=O)cc1,14%,5,1%
COc1cccc(-c2n[nH]c3c2C(c2cccc(O)c2)N(C)C3=O)c1 (configuration not stated),6%,2,-3%
Cc1ccc(CNC(=O)CCc2cn(Cc3ccc(C)cc3)c3ccccc23)cc1,-7%,9,2%
Cc1ccc(Cl)cc1NC(=O)Cn1c(SCC(=O)NCc2ccccc2)nc2ccccc21,-18%,-17,-2%
Cc1nn(-c2ccc3nncn3n2)c(C)c1CCC(=O)Nc1ccc(OC(F)(F)F)cc1,3%,-4,-6%
O=C(NCC(c1cccnc1)N1CCN(c2ccccc2F)CC1)C(=O)Nc1ccc(F)cc1F (configuration not stated),2%,17,-8%
CCc1nn2c(=O)cc(COC(=O)C(c3ccccc3)c3ccccc3)nc2s1,16%,-3,6%
CC1CCN(CC2CCN(C(=O)Nc3ccc(Br)cc3F)CC2)CC1,-2%,-19,18%
COc1cccc(CNC(=O)C2CCN(c3nc4ccc(Cl)cc4[nH]3)CC2)c1,-23%,4,1%
COc1cc(C(=O)N2CCc3c([nH]c4ccccc34)C2c2ccc(F)cc2)cc(OC)c1OC (configuration not stated),?,-6,0%
O=S(=O)(c1ccc(F)cc1)N1CCC(Oc2ccc(-n3cnnn3)cc2)CC1,-3%,-5,4%
Cc1ccc(NC(=O)Cn2cc3c(n2)CCCCC3)cc1,-5%,-16,-1%
Cc1cccc(N2CCN(C(=O)C3CCN(C(=O)c4cc5sccc5n4C)CC3)CC2)c1C,?,2,3%
CN(C(=O)CSc1nc2ccc(NC(=O)c3ccc(F)cc3)cc2s1)c1ccccc1,?,-1,-23%
CCOC(=O)Cn1c(=O)oc2cc(S(=O)(=O)N3CCN(c4ccc(Cl)cc4)CC3)ccc21,?,0,0%
CC(C)C(=O)Nc1ccc2nc(SCC(=O)N3CCOCC3)sc2c1,17%,10,1%
Cc1ccc(N2CC(c3nnc(NC(=O)c4ccco4)s3)CC2=O)cc1Cl (configuration not stated),7%,-3,4%
